D1 ag: human D1 receptor agonism; HEK293 T-REx D1 cells, calcium flux, agonist mode; activation, % at 2 µM; hit rate 1% among 360,000; in the data active = activation above about 30%; also: 0% is about no effect
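Tetracycline-induced HEK293 TREx D1 cells, force-coupled to calcium signalling, were dye-loaded with a no-wash calcium kit. Compound was pin-added after a 10 s baseline. Fluorescence was read kinetically at 1 cycle/s for 180 s, with calcium rises flagged as agonism.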
D1 antagonist: human D1 dopamine receptor antagonism | HEK293 TREx D1 cells, calcium flux, dopamine EC80; hits give low values | activity change, negative = inhibition, % at 10 µM | hit rate 3.2% among 360,000; in the data active = activity change below about -30%; also: % is scaled to controls: 0 for no effect and ±100 for the full control effect
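HEK293 T-REx cells expressing inducible, force-coupled D1 receptor; no-wash Ca dye, 30–90 min RT. Cmpd → 180 s read at 1 Hz → EC80 DA → 180 s read.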
TRHR agonist: TRH receptor (human) agonism; P34981; TRHR cells, calcium flux fluo-8, FDSS agonist mode; activation, % at 2 µM; hit rate 0.18% among 360,000; in the data active = activation above about 30%; also: 0% is about no effect
Target sequence (P34981 whole entry, looked up): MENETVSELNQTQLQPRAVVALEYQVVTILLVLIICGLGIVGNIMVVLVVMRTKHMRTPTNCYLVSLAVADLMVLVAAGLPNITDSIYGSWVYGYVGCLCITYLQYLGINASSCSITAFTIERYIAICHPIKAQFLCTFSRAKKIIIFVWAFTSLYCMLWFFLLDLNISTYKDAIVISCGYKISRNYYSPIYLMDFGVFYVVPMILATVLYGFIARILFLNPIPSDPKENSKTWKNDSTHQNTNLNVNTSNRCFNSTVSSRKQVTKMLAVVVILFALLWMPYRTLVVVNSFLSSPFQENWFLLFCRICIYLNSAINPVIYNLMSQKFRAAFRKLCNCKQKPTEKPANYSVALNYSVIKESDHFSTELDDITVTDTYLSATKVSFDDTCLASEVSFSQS
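TRHR-expressing cells loaded with fluo-8 calcium dye; 23 nL library compound pin-transferred, kinetic FDSS fluorescence (Ex 480/Em 530) recorded about 180 s for agonist-induced calcium release, before a 10 nM TRH EC20 addition for potentiator mode.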
RXFP1 agonist: activates the human relaxin receptor RXFP1; hit rate 0.3% among 370,000; Potency, µM (titrated, usually from 57.5 µM), without a hit: at the top dose activation, usual class: activators; HEK293T-RXFP1 cAMP TR-FRET, 30 min; response scale: percent of porcine relaxin response, buffer zero; also: potency is read from the fitted curve at half-maximal effect; % is scaled to controls: 0 for no effect and ±100 for the full control effect; nearly all actives have a fitted effect of over 60% in size; many of its hits are not listed in these tables
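Agonist response is measured as cAMP accumulation in an RXFP1-transfected HEK293T line under PDE4 inhibition. Values are scaled between buffer-only and 29 nM porcine relaxin, and EC50s come from standard Hill equation fits.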
D1 potentiator: enhances dopamine response at the human D1 receptor | P21728 | HEK293 TREx D1 cells, calcium flux, dopamine EC20 potentiation | potentiation, % at 10 µM | hit rate 0.036% among 360,000; in the data active = potentiation above about 30%; also: 0% is about no effect
RXFP1 antag: antagonists of human relaxin receptor RXFP1; HEK293-RXFP1, relaxin-stimulated cAMP HTRF, 30 min; hits give low values; hit rate 0.59% among 350,000; activity change, negative = inhibition, % at 57.5 µM; Q9HBX9; AID 1259400;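 active = activity change of -60% or lower, but not beyond a set lower limit; inconclusive = change between -60% and -40%, or beyond the set limit; inactive = change above -40%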; also: % is scaled to controls: 0 for no effect and ±100 for the full control effect
D2 PAM: positive allosteric modulators of human D2 dopamine receptor; P14416; HEK293 T-REx D2, calcium flux, EC20 dopamine potentiation; potentiation, % at 10 µM; hit rate 0.34% among 340,000; AID 485347;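 active = potentiation over 3 SD above the plate norm, cut at about 30% in these data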; also: 0% is about no effect
Target sequence (P14416 whole entry, looked up): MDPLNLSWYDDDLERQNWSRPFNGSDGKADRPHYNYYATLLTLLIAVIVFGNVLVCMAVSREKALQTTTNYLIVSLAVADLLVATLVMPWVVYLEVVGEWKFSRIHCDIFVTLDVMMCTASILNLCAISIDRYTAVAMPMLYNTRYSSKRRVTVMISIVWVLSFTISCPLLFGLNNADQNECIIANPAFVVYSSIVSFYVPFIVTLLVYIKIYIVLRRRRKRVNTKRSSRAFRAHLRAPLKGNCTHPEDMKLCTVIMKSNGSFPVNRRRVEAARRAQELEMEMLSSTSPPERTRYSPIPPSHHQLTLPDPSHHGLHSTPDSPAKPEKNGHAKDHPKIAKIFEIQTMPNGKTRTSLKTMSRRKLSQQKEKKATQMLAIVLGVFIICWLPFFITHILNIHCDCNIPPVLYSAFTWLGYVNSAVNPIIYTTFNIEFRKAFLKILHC
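Using a no-wash calcium dye in inducible, force-coupled HEK293 Trex cells expressing D2, we tracked fluorescence each second for 180 s after compound, then for 180 s after EC20 dopamine to detect augmented signalling.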
Apoferritin bind: candidate novel general anesthetic via apoferritin binding; P02791; hit rate 0.074% among 350,000; apoferritin/1-aminoanthracene competitive binding, fluorescence; Potency, µM (doses to about 77.5 µM), for inactives: at the highest dose activity change, negative = displacement, actives largely listed as inhibitors; also: potency is read from the fitted curve at half-maximal effect; % is scaled to controls: 0 for no effect and ±100 for the full control effect; nearly all actives have a fitted effect of over 20% in size
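Apoferritin-based anesthetic binding model; compound displacement of fluorescent 1-AMA measured as endpoint fluorescence after 10 minutes at room temperature, scaled to free-ligand and complex controls.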
TRHR PAM: allosterically enhances the human TRH receptor; P34981; TRHR cells, fluo-8 calcium fluorescence, EC20 TRH enhancement; enhancement, % at 2 µM; hit rate 0.66% among 360,000; AID 493056; in the data active = enhancement above about 30%; also: 0% is about no effect
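Enhancer read-out: after compound pinning and an initial kinetic agonist-mode read, an EC20 of TRH (10 nM final) was injected and fluo-8 calcium signal (Ex 480/Em 530) followed at 1 s/cycle for 100 cycles in TRHR-expressing cells.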
* = called active by the depositor; u = inconclusive; x = no result given; & = joins results of further samples; [ ] = another dose, or the depositor's remark. Unless noted, calls follow the shape of the dose curve; as a rule, active = well fitted curve in the direction sought with a large enough effect; inconclusive = small, poorly fitted or top-dose-only effect, or another doubt; inactive = no such curve, though single readings can be large; an effect the other way counts as inactive or inconclusive.

The first 3 records (preview)
SMILES	D1 ag	D1 antagonist	TRHR agonist	RXFP1 agonist	D1 potentiator	RXFP1 antag	D2 PAM	Apoferritin bind	TRHR PAM
Cc1ccc(CN2C(=O)SC(Nc3ccccc3)C2=O)cc1 (configuration not stated)	-1	-22	-0.2	1.4%	-7	-10	-5	-22%	3
O=C(NCCCn1ccnc1)c1ccc(N2CCCCC2)c([N+](=O)[O-])c1	2	-6	-1.6	0.0%	-3	-8	-5	-12%	-7
Cc1ccc(S(=O)(=O)N(C)c2ccc3ccccc3c2)cc1	0	3	-0.2	-1.0%	3	-6	16	53%[activator]	16

Main list, repeating the preview:
SMILES	D1 ag	D1 antagonist	TRHR agonist	RXFP1 agonist	D1 potentiator	RXFP1 antag	D2 PAM	Apoferritin bind	TRHR PAM
Cc1ccc(CN2C(=O)SC(Nc3ccccc3)C2=O)cc1 (configuration not stated)	-1	-22	-0.2	1.4%	-7	-10	-5	-22%	3
O=C(NCCCn1ccnc1)c1ccc(N2CCCCC2)c([N+](=O)[O-])c1	2	-6	-1.6	0.0%	-3	-8	-5	-12%	-7
Cc1ccc(S(=O)(=O)N(C)c2ccc3ccccc3c2)cc1	0	3	-0.2	-1.0%	3	-6	16	53%[activator]	16
COc1ccc(CNC(=O)CC(C)S(=O)(=O)c2ccc3c(c2)NC(=O)CO3)cc1 (configuration not stated)	-1	-1	0.4	-3.8%	1	-15	-4	-6%	-1
Cc1ccc2c(c1)cc(C(=O)Nc1ccccc1C)n2C	1	-3	-0.2	11%	0	1	15	5%	9
CC(=O)N1CCN(c2ccc(NS(=O)(=O)c3ccc(C)cc3)cc2)CC1	2	0	1.6	0.9%	-1	-1	1	-6%	-5
O=C(CSCc1cnn(-c2ccccc2)c1-n1cccc1)NCC1CCCO1 (configuration not stated)	0	-3	-0.4	0.9%	0	-15	x	-5%	1
Cc1cc(C)nc(N(C#N)Cc2ccc(Cl)cc2)n1	-1	-12	-0.7	-0.4%	-1	15	10	-17%	-1
CC(Nc1ccc(S(=O)(=O)N2CCN(C)CC2)cc1[N+](=O)[O-])c1ccccc1 (configuration not stated)	1	-73*	-0.2	1.8%	-6	-19	-9	x	-6
O=C(CCCOc1ccccc1)Nc1cccc(S(=O)(=O)N2CCCCC2)c1	6	-9	0.7	0.6%	6	1	-2	x	-3
O[C@@H]1COC(Nc2ccc(N=Nc3ccccc3)cc2)C[C@@H]1O (some centres not stated)	0	-4	0.1	1.3%	-4	3	-3	-18%	13
CSCCC1NC2(C(=O)Nc3c(C)cc(Cl)cc32)[C@@H]2C(=O)N(C3CCCC3)C(=O)[C@H]12 (some centres not stated)	5	8	0.3	-1.2%	-6	-14	-4	u	0
Cc1ccc(-n2c3c(cc(C(=O)Nc4cccc(C)n4)c2=O)C(=O)CCC3)cc1	0	2	0.4	-2.5%	0	x	1	-1%	3
CC(C)(C)c1ccc(C2=NC(=O)C(CC(=O)O)S2)cc1 (configuration not stated)	5	10	2.3	0.1%	1	-27	4	-1%	-3
CCCC(=O)Nc1ccc(NCc2ccc(C)s2)cc1	4	3	-0.6	1.5%	2	8	x	u	3
O=C(O)c1ccc(S(=O)(=O)N2CCC(n3nnc4cc(C(F)(F)F)ccc43)CC2)cc1	2	-26	0.2	2.7%	-5	8	-12	-9%	-9
CCN(c1ccccc1)S(=O)(=O)c1ccc(-c2cc(C)no2)s1	19	-29	-0.9	0.5%	-5	-38	-4	u	-10
COc1ccc(/C=C/C(=O)NCC2COc3ccccc3O2)cc1OC (configuration not stated)	2	-16	-1.7	-1.5%	-4	-3	-2	u	-3
N#CC(=C1N=c2ccccc2=N1)c1c(O)[nH]c2ccccc12	-3	17	-0.8	-0.4%	11	x	-7	-6%	3
O=C(Nc1ccccc1)NC1(C(=O)NCc2cccs2)CCCCC1	4	-6	-0.3	1.9%	-3	8	-4	43%[activator]	-1
Cc1cccc(-c2nc(CN3CCCC(C(=O)NCCc4ccc(Cl)cc4)C3)c(C)o2)c1 (configuration not stated)	28	19	0.7	0.0%	24	x	x	0%	34*
Cc1nc2ccccc2n1CCc1nc2c3ccccc3nc(=S)n2[nH]1	0	16	-0.1	2.9%	-2	3	-12	-8%	6
Cc1ccccc1C(=O)NC(=S)Nc1ccc2[nH]c(=O)[nH]c2c1	0	42	-0.4	0.8%	0	-7	-10	-3%	3
CCCCOc1ccc(Cc2cnc(N)nc2N)cc1	13	-27	0.1	-6.4%	-1	-6	3	-8%	-1
CCOc1ccc(CNC(=O)c2nn(-c3ccc(OC)cc3)c(=O)c3c2c2ccccc2n3C)cc1	2	-10	0.5	u	0	-3	-8	6%	-2

Reprinted from the part before: 7 entries, followed by the next part.
SMILES	D1 ag	D1 antagonist	TRHR agonist	RXFP1 agonist	D1 potentiator	RXFP1 antag	D2 PAM	Apoferritin bind	TRHR PAM
N#CC(=C1N=c2ccccc2=N1)c1c(O)[nH]c2ccccc12	-3	17	-0.8	-0.4%	11	x	-7	-6%	3
O=C(Nc1ccccc1)NC1(C(=O)NCc2cccs2)CCCCC1	4	-6	-0.3	1.9%	-3	8	-4	43%[activator]	-1
Cc1cccc(-c2nc(CN3CCCC(C(=O)NCCc4ccc(Cl)cc4)C3)c(C)o2)c1 (configuration not stated)	28	19	0.7	0.0%	24	x	x	0%	34*
Cc1nc2ccccc2n1CCc1nc2c3ccccc3nc(=S)n2[nH]1	0	16	-0.1	2.9%	-2	3	-12	-8%	6
Cc1ccccc1C(=O)NC(=S)Nc1ccc2[nH]c(=O)[nH]c2c1	0	42	-0.4	0.8%	0	-7	-10	-3%	3
CCCCOc1ccc(Cc2cnc(N)nc2N)cc1	13	-27	0.1	-6.4%	-1	-6	3	-8%	-1
CCOc1ccc(CNC(=O)c2nn(-c3ccc(OC)cc3)c(=O)c3c2c2ccccc2n3C)cc1	2	-10	0.5	u	0	-3	-8	6%	-2
CCC1(c2ccccc2)NC(=O)N(CC(=O)NCc2ccc(OC)cc2)C1=O (configuration not stated)	2	-7	0.0	3.3%	-11	4	x	-13%	-4
OC(COc1ccc(Cl)cc1)CN1CCN(c2cccc(Cl)c2)CC1 (configuration not stated)	6	-3	-0.2	0.3%	8	-23	-22	-9%	1
O=C(c1ccc(Cl)c(S(=O)(=O)N2CCCC2)c1)N1CCN(c2ccc(F)cc2)CC1	5	-6	-0.4	0.4%	-4	-4	-1	-14%	1
CCCCCN1C(C)=CC(=C(C#N)C#N)C=C1C	2	33	-0.1	0.7%	-2	2	0	-5%	-7
COc1cc(CN2CCCC(C(=O)c3ccccc3SC)C2)cc(OC)c1 (configuration not stated)	16	1	-0.8	-0.7%	-6	-21	-10	-17%	0
O=C(c1ccco1)c1cn(CC(=O)N2CCCCCC2)c2ccccc12	2	15	-0.3	1.1%	2	-16	-5	-21%	-3
Cc1ccc(CNC(=O)CCCn2c(=O)c3ccccc3n(CC(=O)C(C)(C)C)c2=O)cc1	1	12	-1.4	1.1%	-3	x	10	-12%	-7
Cc1ccc(-c2nc(CCNC(=O)C(=O)Nc3ccc(F)cc3F)cs2)cc1	9	-8	0.5	4.7%	-4	1	9	u	-5
Cc1ccc(-c2nn(-c3cc(N4CCNCC4)ccc3[N+](=O)[O-])c(=O)c3ccccc23)cc1	6	15	0.1	0.9%	-2	-18	0	-18%	5
C=C1CN(Cc2ccccc2)S(=O)(=O)c2ccccc21	4	-9	-0.7	-0.4%	-8	x	-4	-13%&-20%&-16%	0
Cc1cc([N+](=O)[O-])c(C)cc1-c1ccc(/C=N/NC(=O)Cn2nnnc2N)o1	5	-7	-0.4	3.4%	-4	-7	6	-4%	4
O=S(=O)(c1ccc(F)cc1)N1CCC(Oc2cccc(C(F)(F)F)c2)CC1	13	-9	2.5	0.0%	-2	-19	-7	1%	-11
CC1(C)CCc2cc(CN3CCN(c4ccccn4)CC3)ccc2O1	1	-4	0.6	-0.2%	-1	-13	-21	-8%	1
O=S1(=O)N[C@H](c2ccccc2)C[C@H](c2ccc(C(F)(F)F)cc2)O1	4	-7	-0.2	1.8%	-2	x	-4	u	6
Cc1ccc(NC(=O)c2ccc3c(c2)NC(=O)c2ccccc2S3)cc1	3	-23	0.7	5.1%	-6	3	-15	-10%	6
CCN1CCN(C(=O)c2ccc3c(=O)n(Cc4ccccc4OC)c(=S)[nH]c3c2)CC1	8	3	0.5	0.4%	1	8	-1	-18%	-3
COc1cccc(C(=O)COc2ccc(NC(=O)c3ccccc3)cc2)c1	4	42	0.4	-1.1%	-3	11	11	u	4
CC(O)[C@H]1CNC(=O)C(=O)N1CCc1cccc(F)c1 (some centres not stated)	3	-13	0.3	-3.7%	1	x	-1	11%	5
CC(C)CCn1cnc2c(NCc3ccccc3)ncnc21	3	6	-0.9	-0.5%	-5	-2	8	u	-1
CC(=O)Nc1ccc(SC[C@H](Cc2ccccc2)N2CCN(CCc3ccccc3)CCC2=O)cc1	7	-33*	-0.2	0.0%	-5	x	-9	-12%	-2
O=C(COC(=O)Cn1cc(C(F)(F)F)ccc1=O)Nc1ccccc1	1	4	-0.5	1.1%	-2	0	25	x	-9
ClCc1csc(-c2ccc(Cl)cc2)n1	1	2	-0.2	0.7%	-2	x	-12	-7%	-3
O=C(/C=C/c1cccs1)N1CCN(Cc2ccc3c(c2)OCO3)CC1	1	1	-0.1	0.8%	-4	8	-24	5%	1

Bioassay records as filed in PubChem BioAssay.

Not all compounds are listed; the hit share may differ from the screen's.
